zVAD death inh = L929 zVAD cell death inhibition | L929 zVAD necroptosis rescue, ATP luminescence, 24 h; with zVAD 60 µM | actives 0.38% (n = 220,000) | viability rescue, % at 10 µM;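 active = activation, scaled between plate controls, above about 75%, limit read from the data; inactive = activation under that limit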;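 also: 0% = zVAD with DMSO and 100% = DMSO alone without zVAD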
TNF death inh = inhibitors of TNF-alpha induced necroptosis in Jurkat FADD-/- cells | Jurkat FADD-/- TNF necroptosis rescue, ATP luminescence, 24 h; 0 = TNF only, 100 = no-TNF cells | activation (protection from cell death), % at 10 µM | actives 0.068% (n = 220,000);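 active = activation, meaning protection from cell death, of at least 50% relative to plate controls; inactive = activation below 50%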;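 also: necroptosis triggered by 40 ng/mL TNF-alpha added together with compound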
hK5 inh = inhibitors of human kallikrein 5 | Q9Y337 | recombinant hK5, fluorogenic AMC substrate cleavage | inhibition, % at 5 µM | actives 0.59% (n = 210,000) | AID 873;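 active = inhibition of 40% or more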;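 also: 0% = enzyme controls without compound and 100% = no-enzyme blanks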
Target sequence (Q9Y337 67-293 limits assumed): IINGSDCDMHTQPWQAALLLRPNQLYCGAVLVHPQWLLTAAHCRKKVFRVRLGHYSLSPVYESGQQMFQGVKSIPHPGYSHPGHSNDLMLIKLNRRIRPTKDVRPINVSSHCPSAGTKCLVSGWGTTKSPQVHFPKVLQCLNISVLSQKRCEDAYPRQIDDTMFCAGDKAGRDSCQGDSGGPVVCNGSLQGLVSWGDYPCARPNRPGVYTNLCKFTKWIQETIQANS
FXIIa inh = factor XIIa (human) inhibition; P00748; purified FXIIa, Boc-QGR-AMC fluorogenic substrate, 2 h; inhibition, % at 5 µM; actives 0.3% (n = 220,000); AID 800; in the data active = inhibition above about 40%;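 also: 0% = enzyme with no compound and 100% = blank without enzyme; many of its hits are not listed in these tables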
Rad51 HR inh = Rad51 (human) homologous recombination inhibition; hRad51 DNA strand exchange, fluorescence dequenching; inhibition, % at 10 µM; actives 0.085% (n = 200,000); Q06609; AID 1385;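 active = inhibition above 40% at the single screening dose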;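 also: 0% = DMSO control wells and 100% = blanks with heterologous ssDNA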
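Material: Human Rad51 nucleoprotein filaments preassembled on unlabelled ssDNA | Also added: Labelled 47-mer dsDNA for strand exchange | Dosing: Single dose, 10 µM final compound | Schedule: 30-min compound preincubation and 15-min exchange, both room temperature | Technique: Fluorescence dequenching at 485/520 nm | Measure: Percent inhibition relative to plate controls and blanks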
thrombin 1536 = blocks human thrombin protease activity. P00734. alpha-thrombin, Boc-VPR-AMC fluorogenic substrate cleavage. inhibition, % at 5 µM. actives 0.26% (n = 220,000);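 active = inhibition at or above 40%; inactive = inhibition below 40%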;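 also: 0% = enzyme with no compound and 100% = wells without enzyme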
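Test system: human alpha-thrombin; medium: pH 7.5 Tris-saline with Tween 20; times: reaction at room temperature; signal: AMC fluorescence at 355 nm excitation and 460 nm emission; also added: Boc-VPR-AMC substrate, 15 µM final; dosing: one concentration per compound, 5 µM, with 0.2% DMSO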
Hck Nef HTS = human Hck-Nef kinase inhibition | P08631 | Recombinant Hck-YEEI plus Nef, Z-Lyte FRET kinase assay | inhibition, % at 20 µM | actives 0.68% (n = 220,000);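 active = Hck-Nef kinase inhibition above about 50%, limit read from the data; inactive = inhibition below that limit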;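 also: 0% = DMSO with Hck plus Nef and 100% = Hck alone without Nef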
FXIa inh = factor XIa (human) inhibition. P03951. purified FXIa, Boc-Glu-Ala-Arg-AMC fluorogenic substrate. inhibition, % at 5 µM. actives 0.14% (n = 220,000). AID 798;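 active = inhibition of at least 40%; inactive = inhibition below 40%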;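 also: fluorescence of freed AMC excited at 355 nm; 0% = enzyme without compound and 100% = no enzyme blank; many of its hits are not listed in these tables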
Target sequence (P03951 19-387 limits assumed): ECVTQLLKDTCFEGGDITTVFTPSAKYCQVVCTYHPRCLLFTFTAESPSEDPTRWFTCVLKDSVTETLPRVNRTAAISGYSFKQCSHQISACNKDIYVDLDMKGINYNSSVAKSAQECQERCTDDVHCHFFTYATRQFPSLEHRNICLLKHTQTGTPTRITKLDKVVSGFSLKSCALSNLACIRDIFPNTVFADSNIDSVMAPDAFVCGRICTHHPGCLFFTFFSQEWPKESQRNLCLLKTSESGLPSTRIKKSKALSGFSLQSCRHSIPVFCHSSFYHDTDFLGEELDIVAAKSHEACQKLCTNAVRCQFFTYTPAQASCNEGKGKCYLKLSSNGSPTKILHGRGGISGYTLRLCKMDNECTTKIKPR
Target sequence (P03951 388-625 limits assumed): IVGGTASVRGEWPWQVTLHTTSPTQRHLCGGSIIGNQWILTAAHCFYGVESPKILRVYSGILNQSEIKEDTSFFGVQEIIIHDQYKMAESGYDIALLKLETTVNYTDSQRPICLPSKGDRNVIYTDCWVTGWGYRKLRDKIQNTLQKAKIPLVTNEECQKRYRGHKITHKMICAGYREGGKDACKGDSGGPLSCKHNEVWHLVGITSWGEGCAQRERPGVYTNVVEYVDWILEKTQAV
KCC2 mod = modulates chloride dependent transport by human KCC2 | actives 2.2% (n = 190,000) | AID 1456 | KCC2 cells, thallium flux FluoZin-2 fluorescence | Q9H2X9 | B-score of Tl+ flux slope (higher = more flux/activation; lower = inhibition) at 10 µM;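 active = thallium flux slope and its plate-corrected score both differing from the plate sample mean at a set confidence after two filtering rounds, in either direction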;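 also: slope of fluorescence scaled to starting intensity during 10 to 20 s after thallium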
Starred values were filed as active, the others as inactive; . = not tested or not shown. Some of the compounds tested, so the mix of outcomes need not match the whole.

SMILES	zVAD death inh	TNF death inh	hK5 inh	FXIIa inh	Rad51 HR inh	thrombin 1536	Hck Nef HTS	FXIa inh	KCC2 mod
COc1cc2c(cc1NC(=O)/C=C/c1ccc([N+](=O)[O-])cc1)oc1ccccc12	1.9	0.9	-14	13	9	3	5	4	0.38
O=C1/C(=C/c2ccc(C(=O)O)cc2)CCC/C1=C\c1ccc(C(=O)O)cc1	1.1	0.8	-8	8	-14	-4	-1	10	-0.29
O=C(NCCN1CCOCC1)c1ccc([N+](=O)[O-])cc1[N+](=O)[O-]	-0.1	-2.2	3	10	-1	2	-1	6	0.19
COc1ccc(S(=O)(=O)N2Cc3ccccc3CC2C(=O)Nc2nccs2)cc1OC (stereo not drawn)	0.8	-0.8	5	13	6	-1	0	2	0.14
CC1=Nc2ccccc2/C1=C/c1nc(-c2ccc(C)s2)oc1O	-0.1	1.5	10	12	-143	-1	8	6	-1
CC12CCC(=O)N1C(C(=O)OCC(=O)Nc1cccc(S(=O)(=O)N3CCCCCC3)c1)CS2 (stereo not drawn)	0.5	-0.2	-12	10	.	-1	-19	8	-0.8
CCOc1ncccc1C(=O)Nc1ccc(S(=O)(=O)NC2=NCCCCC2)cc1	1.6	-0.7	1	6	12	-6	-9	-5	0.14
COC(=O)c1cccc(S(=O)(=O)N2CCCC2)c1	1.4	1.4	-13	4	3	-9	-2	-3	2.5
O=C(COC(=O)/C=C/c1cccc(Br)c1)NCCC1=CCCCC1	1.7	-0.3	-9	9	-49	0	3	6	0.21
COc1ccc(Cn2nnc3c(=O)[nH]c(C(=O)NCCc4ccc(F)cc4)nc32)cc1OC	-2.2	-0.6	-5	10	8	-6	-4	-3	-2.2
Cc1cccc(C(=O)NC(=S)NNC(=O)Cc2ccccc2)c1	0.3	-0.4	-84	12	-1	-4	0	8	14*
COc1cccc(C(=O)Nc2ccc(N(C)C)cc2)c1OC	1.1	0.8	-10	-7	9	-6	0	-14	.
Cc1nnc(SCC(=O)c2cc(C)n(-c3ccc4c(c3)OCO4)c2C)s1	-0.9	-4.1	11	4	-10	-5	2	6	-3.3*
O=C(O)c1ccc(-n2cccc2)cc1O	3.6	3.1	-34	-8	5	-7	0	1	-0.074
COc1ccccc1[C@@H]1C(c2ccc(F)cc2)=NN(c2ccccc2)[C@H]1C(=O)N1CCOC1=O	0.8	2.1	-12	4	7	0	1	-2	-0.016
COc1ccc([N+](=O)[O-])cc1NC(=O)CCSCCc1ccccn1	-0.5	0.1	.	6	.	-5	8	0	-0.31
O=C(Nc1ccccc1C(=O)N1CCCCC1)C1CCCCC1	-0.2	-0.4	5	15	6	2	1	4	-0.15
O=C(c1ccccc1)c1ccccc1C(=O)c1ccccc1	-1.0	-2.5	-2	9	-3	-7	6	1	-0.78
Cc1ccc(S(=O)(=O)n2c([N+](=O)[O-])cnc2C)cc1C	8.7	1.2	3	5	-7	-2	14	-7	1.7
COC(=O)c1[nH]c(C)c(/C(O)=C2\C(=O)C(=O)N(CCN3CCOCC3)C2c2ccco2)c1C (stereo not drawn)	0.3	1.2	2	7	19	0	5	2	1.5
O=C(O)C1=C[C@H](c2ccc(Br)cc2)C[C@H](OCc2ccc(CO)cc2)O1	-1.0	-0.4	2	12	4	-1	-10	8	1.2
COc1ccc(S(=O)(=O)Cc2ccccc2)cc1N	0.7	-0.5	-2	7	-31	-2	1	-16	-0.81
O=C(CSc1nc2ccccc2s1)NCc1ccc2c(c1)OCO2	1.4	0.6	-18	4	0	-5	7	3	-0.12
N#Cc1cccc(NC(=O)CN2NS(=O)(=O)c3ccccc3C2=O)c1	-0.8	-0.4	-15	-11	5	-8	22	-16	0.69
Cc1ccc(C2CC(c3cccs3)=NN2C(=O)c2ccc(Br)o2)cc1 (stereo not drawn)	-0.2	2.3	-10	14	.	3	-2	5	.
SMILES	zVAD death inh	TNF death inh	hK5 inh	FXIIa inh	Rad51 HR inh	thrombin 1536	Hck Nef HTS	FXIa inh	KCC2 mod
C=CCNC(=O)c1cc(=O)c2ccccc2o1	0.2	0.3	1	18	-2	-2	1	5	0.28
COc1ccc(-c2csc(NC(=O)C3CC(=O)N(Cc4ccco4)C3)n2)cc1 (stereo not drawn)	0.1	-0.1	-4	-3	3	-7	1	2	-0.94
COc1cccc(Nc2cc(C)nc3ccccc23)c1	-0.3	2.2	5	0	-29	-9	1	3	.
O=C(c1ccccc1)c1cccn1CC(=O)N1CCc2ccccc2C1	1.4	-0.7	.	4	.	-5	-2	-1	-0.15
CN(C#N)c1nc(Cl)nc(Nc2cccc(Cl)c2)n1	0.8	-3.3	12	0	1	-7	0	-10	-2.4
COC(=O)C1OC2(OC1C(=O)OC)c1ccccc1-c1ccccc12 (stereo not drawn)	-0.3	-2.6	-2	-10	7	-14	2	-1	-0.46
COc1cc(/C=C/C(=O)O)cc(Br)c1O	-0.4	0.6	-1	3	15	-6	26	-2	-1
CCOC(=O)c1ccc(Cn2cnc3ccccc3c2=O)cc1	0.3	-0.4	-7	9	-4	1	0	4	0.016
COc1ccc(OC)c(-n2nnnc2SCC(=O)N2CCN(C(=O)c3ccco3)CC2)c1	1.1	1.2	2	9	8	-6	18	-3	-1.2
O=C1CCC(C(=O)O)(c2ccccc2)C1 (stereo not drawn)	-0.1	-2.8	4	2	3	-4	3	-27	-1.4
O=C(c1ccccc1)N(Cc1cccs1)C1CCS(=O)(=O)C1 (stereo not drawn)	1.1	0.3	-23	-2	-4	-3	1	-6	.
CCOC(=O)C(C)Oc1cc(Cl)c(C=O)cc1OC (stereo not drawn)	1.9	0.6	-5	9	8	4	-29	-2	0.61
Cc1ccc2c(c1)C1CN(C)CCC1N2C(=O)COc1ccc(N(C)C(=O)c2ccccc2)cc1 (stereo not drawn)	-0.1	3.7	-8	2	-1	-28	13	-9	0.37
Oc1cccc(Oc2ncc(C(F)(F)F)cc2Cl)c1	0.8	-2.7	-11	2	9	-2	10	-2	0.59
O=C(O)C1C2CCCCC2=C2CCCCC2C1C(=O)c1ccccc1 (stereo not drawn)	0.0	1.5	2	2	13	-3	7	-5	-0.63
O=C(C1CCCCC1)N1CCN(c2ccccc2F)CC1	0.5	-1.6	2	11	-5	-2	5	-1	.
CSc1ccccc1NC(=O)CN1CCCCC1	1.7	-0.1	-3	2	-5	-7	18	1	-0.2
CC(C)CC(=O)Nc1ccc(C(=O)Cn2c(=O)oc3ccccc32)cc1	1.1	2.0	12	12	.	3	5	3	0.31
COc1ccc(C(C)=O)cc1CSc1nc2cc(Cl)ccc2o1	-0.9	-1.0	-6	8	6	-2	-2	-2	.
FC(F)(F)c1nnc2sc(-c3ccccn3)nn12	-0.2	-1.7	1	-9	-11	-9	0	-6	-0.69
CNS(=O)(=O)c1cccc2nsnc12	0.6	2.0	2	7	-5	-4	2	10	0.14
CCCCCc1ccc(OCCOCCn2c[n+](C)c3ccccc32)c(CCCCC)c1	8.8	-12	-1	2	-34	1	40	-5	0.037
COC(=O)c1sccc1Oc1c(Cl)cccc1[N+](=O)[O-]	-0.5	-1.7	-10	4	-1	-5	18	0	-1.4
CCOc1ncnc2c1sc1nc(C)cc(C)c12	-1.2	-1.2	11	12	1	21	-2	9	-0.93
CCc1ccc(NC(=O)C(=O)NCCN2CCN(Cc3ccc([N+](=O)[O-])cc3)CC2)cc1	.	-7.3	-11	5	.	-3	-11	-5	-0.12
SMILES	zVAD death inh	TNF death inh	hK5 inh	FXIIa inh	Rad51 HR inh	thrombin 1536	Hck Nef HTS	FXIa inh	KCC2 mod
CCCS(=O)(=O)c1c(S(=O)(=O)CCC)c2ccc(C(N)=O)cn2c1C(=O)OC	-0.5	-1.2	-3	1	1	-7	18	-8	-1.5
COC(=O)C1C2CCC(C2)C1C(=O)OCC(=O)c1ccc(C)cc1 (stereo not drawn)	-0.1	-1.2	-2	14	3	1	7	-1	-0.39
CCCC(=O)NCCCc1nc2ccccc2n1CC	0.5	1.4	-10	7	0	-3	0	3	0.88
Cc1ccc(/C=C/C(=O)Nc2sc3c(c2C#N)CCCC3)o1	0.5	0.6	-11	4	-4	-1	8	18	0.28
Fc1ccc(COc2ccc3ccccc3c2CNc2nn[nH]n2)cc1	2.2	-0.1	-7	-2	.	-3	13	-6	-4.6*
CCCOc1ccc(N2C(=O)CC(N(CCc3ccc(OC)c(OC)c3)C(=O)c3ccccc3)C2=O)cc1 (stereo not drawn)	1.1	0.1	1	3	.	-9	11	-4	-0.022
COC(=O)c1sc(-c2ccccc2)cc1NC(=O)c1ccc(OC)cc1	-0.2	0.2	-6	16	4	0	-10	10	0.79
O=C1C2C3C=CC(C3)C2C(=O)N1CN(Cc1ccccc1)CN1C(=O)C2C3C=CC(C3)C2C1=O (stereo not drawn)	-0.4	-1.7	-23	15	5	0	2	1	0.55
CCc1ccc(C2NC(=S)NC3=C2C(=O)CCC3)cc1 (stereo not drawn)	0.1	4.2	-7	4	1	-8	3	-1	0.22
CSc1ccccc1C(=O)NCC(c1ccco1)N1CCCCC1 (stereo not drawn)	1.5	-0.1	0	6	-7	-11	17	-2	0.11
CN1C(=O)/C(=N/OC(=O)c2ccccc2Br)c2ccccc21	0.1	0.5	-4	16	10	-13	36	0	-0.077
O=C(O)c1ccc(N/N=C/C2=Cc3ccccc3OC2)cc1	0.5	3.9	5	13	7	0	11	4	-0.025
CC(C)CC(=O)O/N=C1\C(=O)N(Cc2ccc(Cl)cc2)c2ccc([N+](=O)[O-])cc21	0.9	-4.8	6	1	-1	3	1	2	0.5
CCP(=O)(CC)C(C)(C)CP(=O)(c1ccccc1)c1ccccc1	-0.2	-2.8	4	12	-2	-3	2	1	0.24
O=C(CSc1ccc(-c2cccc([N+](=O)[O-])c2)nn1)N1CCCCC1	0.2	1.3	-12	1	21	2	6	-5	-0.018
COc1ccc(C(C[N+](=O)[O-])n2nc(C)cc2C)cc1 (stereo not drawn)	-0.3	-0.3	-12	4	-16	-6	0	8	-0.74
CCC(Oc1ccccc1)C(=O)N1CCN(c2ccccn2)CC1 (stereo not drawn)	0.0	0.2	-5	10	1	0	-9	-1	0.086
COc1ccc(OC)c(-c2nc(CN3CCCCC3c3cccnc3)c(C)o2)c1 (stereo not drawn)	0.1	1.9	-4	4	8	-18	22	-6	-0.97
CCCOC(=O)C1C2C=CC(C2)C1C(=O)OCC(=O)c1ccccc1 (stereo not drawn)	-0.4	-1.9	0	10	1	-2	6	8	-0.74
CC(=O)NCCn1ccc2ccccc21	0.0	-0.7	-15	-1	4	1	9	-9	-1.7
O=C(c1nn2c(C(F)(F)F)cc(-c3ccc(F)cc3)nc2c1Cl)N1CCOCC1	0.6	-4.0	-4	9	3	-2	2	-13	0.2

Whole records as entered above:
CN(C#N)c1nc(Cl)nc(Nc2cccc(Cl)c2)n1 is listed as zVAD death inh: 0.8; TNF death inh: -3.3; hK5 inh: 12; FXIIa inh: 0; Rad51 HR inh: 1; thrombin 1536: -7; Hck Nef HTS: 0; FXIa inh: -10; KCC2 mod: -2.4
O=C1/C(=C/c2ccc(C(=O)O)cc2)CCC/C1=C\c1ccc(C(=O)O)cc1 is listed as zVAD death inh: 1.1; TNF death inh: 0.8; hK5 inh: -8; FXIIa inh: 8; Rad51 HR inh: -14; thrombin 1536: -4; Hck Nef HTS: -1; FXIa inh: 10; KCC2 mod: -0.29
